# From PubChem
# M5 antag – antagonists of human muscarinic M5 receptor (CHRM5); 360,000 compounds, 0.59% hits; CHO-hM5 cells, Fluo-8 calcium fluorescence, ACh EC80; inhibition, % at 3 µM; AID 624040;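 active = inhibition above a per-plate cutoff, the mean of that plate's test compounds plus 3 SD, cut at about 27% in these data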;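 note: 0% = acetylcholine EC80 with DMSO and 100% = DMSO without agonist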
# Target sequence (P08912 whole entry, looked up): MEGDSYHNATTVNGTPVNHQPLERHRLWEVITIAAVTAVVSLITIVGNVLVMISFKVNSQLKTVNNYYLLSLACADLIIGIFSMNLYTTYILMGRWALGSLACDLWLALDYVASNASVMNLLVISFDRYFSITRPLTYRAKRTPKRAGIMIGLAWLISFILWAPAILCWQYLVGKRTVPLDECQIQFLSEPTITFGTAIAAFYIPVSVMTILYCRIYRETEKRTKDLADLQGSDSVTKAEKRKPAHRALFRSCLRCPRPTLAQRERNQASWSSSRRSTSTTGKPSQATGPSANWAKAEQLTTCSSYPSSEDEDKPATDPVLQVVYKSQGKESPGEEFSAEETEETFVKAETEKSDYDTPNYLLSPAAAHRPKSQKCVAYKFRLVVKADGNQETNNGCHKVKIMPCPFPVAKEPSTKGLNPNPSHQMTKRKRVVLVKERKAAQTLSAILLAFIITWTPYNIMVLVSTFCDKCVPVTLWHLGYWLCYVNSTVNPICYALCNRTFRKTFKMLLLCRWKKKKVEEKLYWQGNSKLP
# CHRM1 PAM – human CHRM1 positive allosteric modulation; P11229; CHO-K1 hM1, Fluo-8 calcium fluorescence, ACh EC20; 0% = ACh EC20, 100% = maximal ACh; activation, % at 3 µM; 360,000 compounds, 0.088% hits; in the data active = activation above about 19%, passing the limit was not always enough
# Target sequence (P11229 whole entry, looked up): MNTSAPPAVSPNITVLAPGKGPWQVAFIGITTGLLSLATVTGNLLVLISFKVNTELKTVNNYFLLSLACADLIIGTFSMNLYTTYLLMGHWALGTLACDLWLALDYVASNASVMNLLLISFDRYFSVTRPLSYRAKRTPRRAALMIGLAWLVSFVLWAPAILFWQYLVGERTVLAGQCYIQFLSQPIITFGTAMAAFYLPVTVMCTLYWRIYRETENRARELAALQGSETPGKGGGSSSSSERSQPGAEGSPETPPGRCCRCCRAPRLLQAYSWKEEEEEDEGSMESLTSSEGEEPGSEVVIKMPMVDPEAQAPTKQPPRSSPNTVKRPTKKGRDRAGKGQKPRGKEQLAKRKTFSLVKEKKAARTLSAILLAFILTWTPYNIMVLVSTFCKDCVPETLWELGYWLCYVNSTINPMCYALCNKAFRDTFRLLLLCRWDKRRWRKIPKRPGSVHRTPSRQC
# M4 PAM – positive allosteric modulators of human muscarinic M4 receptor; P08173; CHO-K1 hM4/Gqi5, Fluo-8 calcium fluorescence, ACh EC20; 0% = ACh EC20, 100% = maximal ACh; activation, % at 3 µM; 360,000 compounds, 0.4% hits;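 active = activation above its plate's cutoff, the mean activation of sample wells plus 3 SD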; note: some results filed as inactive read as strong as hits
# CHRM5 agonist – CHRM5 agonism in calcium assay; P08912; activation, % at 3 µM; 360,000 compounds, 0.19% hits; AID 624037; CHO-K1 hM5 cells, Fluo-8 calcium fluorescence; 0% DMSO wells, 100% maximal acetylcholine response;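 active = activation above the run's mean over test compounds plus 3 SD, cut at about 23% in these data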;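 note: signal is peak over basal fluorescence ratio across the kinetic read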
# M5 PAM – CHRM5 positive allosteric modulation; CHO-K1 hM5, Fluo-8 calcium, ACh EC20 PAM; 0% = ACh EC20, 100% = ACh EC100; activation, % at 3 µM; 360,000 compounds, 0.3% hits;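 active = activation above the run cutoff, the mean activation of all test compounds plus 3 SD, cut at about 18% in these data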
#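 Probe or stimulus: acetylcholine, EC20 level; Assay system: human M5 receptor in CHO-K1 cells; Schedule: compound preincubation 140 s before EC20 acetylcholine addition; Technique: intracellular calcium via Fluo-8 fluorescence; Dosing: single-point, 3 µM nominal; Read-out basis: percent activation from peak-over-basal fluorescence ratio, scaled EC20-to-EC100 acetylcholine; Repeats: one well per compound, no replicates.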
# CRFR2-BP antag – CRF-BP/CRF-R2 complex antagonism | HEK293 CRF-R2/CRF-BP, CRF-induced calcium fluorescence | inhibition, % at 11.8 µM | 350,000 compounds, 0.59% hits;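 active = inhibition of the ligand-induced calcium signal above about 50% at the single tested concentration, limit read from the data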
# CHRM4 antagonist – antagonists of human muscarinic M4 receptor (CHRM4). CHO-hM4 cells, ACh EC80, Fluo-8 calcium fluorescence. 360,000 compounds, 0.73% hits. P08173. inhibition, % at 3 µM;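 active = inhibition above its plate's cutoff, the mean inhibition of sample wells plus 3 SD, cut at about 27% in these data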;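 note: 0% = acetylcholine EC80 with DMSO and 100% = DMSO without agonist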
# M4 ag – agonists of human muscarinic M4 receptor (CHRM4) | AID 624127 | CHO-K1 hM4/Gqi5, Fluo-8 calcium fluorescence; vehicle 0%, full acetylcholine response 100% | P08173 | 360,000 compounds, 0.14% hits | activation, % at 3 µM;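 active = activation above the run mean over all test wells plus 3 SD, cut at about 32% in these data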;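 note: peak over basal fluorescence ratio per well then scaled between controls; 0% = DMSO wells and 100% = acetylcholine at EC100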
# CRFBP-R2 agonist – agonists of human CRF-binding protein/CRF-R2 receptor complex; HEK293 CRF-R2/CRF-BP, calcium dye fluorescence (FLIPR); percent of saturating CRF peptide response; activation, % at 13.2 µM; 350,000 compounds, 0.46% hits;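 active = activation of at least 50%, plus an integration ratio under a set limit after plate pattern correction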;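 note: plate controls were neutral control wells without compound for no effect and CRF at EC100 for full effect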
# Numbers without * were called inactive; x = not tested or not shown.
Compound | M5 antag | CHRM1 PAM | M4 PAM | CHRM5 agonist | M5 PAM | CRFR2-BP antag | CHRM4 antagonist | M4 ag | CRFBP-R2 agonist
COc1ccccc1N1C(=O)C2CC(C)=C(C)CC2C1=O (configuration not stated) | 5 | -1 | 9 | 2 | 3 | 1 | -1 | 0 | -1.0
CC(=O)CC(=O)Nc1cccc2c1CCCC2 | -2 | 7 | 4 | -4 | 1 | -7 | -5 | 1 | -0.2
CCCCn1c(N)c(N(CC(C)C)C(=O)CSc2ccc3c(c2)OCCO3)c(=O)[nH]c1=O | 6 | 7 | 11 | -4 | 0 | -1 | -15 | 1 | 2.3
O=C(COC(=O)Cc1ccc(Cl)c(Cl)c1)Nc1ccc2[nH]c(=O)[nH]c2c1 | 13 | 5 | 5 | 5 | -3 | 1 | 2 | -1 | 3.8
O=C(Nc1ccc(Br)cc1)N1CCCC(O)C1 (configuration not stated) | -7 | 4 | 12 | -6 | -11 | 31 | -1 | 2 | -0.4
Cc1nc2ccc([N+](=O)[O-])cc2[nH]1 | -8 | 11 | 2 | -2 | 1 | -3 | 3 | 0 | 2.8
CCOC(=O)COc1ccc(S(=O)(=O)N2CCN(c3ccccc3F)CC2)cc1 | 6 | 4 | -6 | 4 | -5 | 17 | 1 | 2 | 0.1
CC1CCN(C(=O)c2nc[nH]c2C(=O)N2CCC(C)CC2)CC1 | 10 | 6 | 3 | -2 | 5 | 5 | 4 | 1 | -2.6
C=C(C)CN(CC)c1nc(N)c2c(N)nc3c(c2c1C#N)CC(=O)N3C12CC3CC(CC(C3)C1)C2 | 6 | 2 | 4 | -3 | 0 | -27 | 1 | 2 | 27
COc1cccc(NC(=S)N2CCC(C(=O)c3ccc(F)cc3)CC2)c1 | 8 | -5 | 0 | 0 | -2 | 7 | 8 | 1 | -1.1
CCc1nc(N)nc(N)c1-c1ccc(Cl)cc1 | -2 | -1 | 0 | 2 | 1 | 19 | 1 | 2 | 0.8
COc1ccccc1OCC(=O)NCCSCc1cccc(Cl)c1 | -1 | 0 | -3 | -3 | 2 | 18 | 0 | 2 | -3.0
O=C(O)CCc1ccc(-c2cccs2)n1CC1CCCO1 (configuration not stated) | -3 | 12 | 23 | 0 | 6 | 5 | 2 | 1 | 2.2
O=C(COC(=O)c1ccc(Cl)c(S(=O)(=O)N2CCCCC2)c1)NCc1ccco1 | -2 | 10 | -8 | -3 | -12 | -12 | 0 | 1 | -4.0
COc1cc(SC)ccc1C(=O)Nc1ccccc1 | -6 | 5 | 26 | -6 | -5 | -5 | -7 | -2 | 1.8
CC12CCC(=O)N1C(C(=O)Nc1cccc(F)c1)CS2 (configuration not stated) | 10 | 14 | 4 | -4 | -16 | 6 | 2 | 1 | -1.4
CC1=CC(C)(C)N(C(=O)CN2C(=O)c3ccccc3C2=O)c2ccccc21 | 3 | 9 | 8 | 0 | -4 | -16 | -1 | 0 | -3.9
COc1ccc(NC(=O)N2CCCC2C(=O)NCCc2ccccc2)cc1 (configuration not stated) | -3 | 5 | -2 | 1 | -1 | -19 | -1 | 0 | -3.5
O=C(O)[C@H](Cc1ccccc1)NC(=O)N1CCCCCC1 | 11 | 7 | 4 | 1 | -2 | 16 | -2 | 6 | -1.1
CC(C)NC(=O)c1ccc(COc2cc(Cl)ccc2Cl)o1 | 1 | 3 | -4 | -5 | -4 | 5 | -11 | 1 | -1.1
COCc1cc(C)nc(Nc2cc(C)ccc2C)c1C#N | 0 | 3 | -6 | -2 | -8 | 10 | -1 | -3 | -8.2
O=C(Oc1cccnc1)c1ccc([N+](=O)[O-])cc1Cl | 1 | 16 | -2 | 0 | 2 | -6 | 9 | 1 | -1.2
O=C(CSc1nc2ccccc2c(=O)n1Cc1ccc(F)cc1)NCc1cccs1 | -11 | -10 | -7 | 2 | -1 | 11 | 6 | 1 | -0.8
O=C(O)/C=C/C(=O)c1ccc(O)cc1 | 3 | 5 | 4 | 3 | 6 | 0 | -8 | 0 | -0.4
COc1cccc(NC(=O)COc2ccc(C)cc2)c1 | -10 | -2 | 3 | -4 | 2 | 7 | -1 | 1 | 0.0
CC(C)OC(=O)CSc1nc(-c2ccc(F)cc2)cc(C(F)(F)F)n1 | -5 | -2 | -2 | -1 | -5 | -20 | 0 | -1 | 2.4
C(=N\n1cnnc1)/c1ccc(OCc2cccc3ccccc23)cc1 | 7 | 0 | 5 | -7 | -3 | 5 | 7 | 1 | 1.9
COc1cnc(-c2ccccc2)nc1Oc1cccc(C)c1 | 3 | 17 | -6 | -2 | -3 | -1 | -8 | -1 | -0.1
Cc1nc2c(-c3ccc(F)cc3)c(C)nn2c(C)c1CCC(=O)N1CCN(c2ccc(F)cc2)CC1 | 4 | 7 | 0 | 2 | -6 | 9 | 1 | 1 | -0.2
CCc1ccc(NC(=O)CNCc2ccc(OC)c(OC)c2)cc1 | 4 | 5 | 5 | -4 | -1 | -7 | 6 | 1 | 0.5

# (continued)
SMILES	M5 antag	CHRM1 PAM	M4 PAM	CHRM5 agonist	M5 PAM	CRFR2-BP antag	CHRM4 antagonist	M4 ag	CRFBP-R2 agonist
O=C(NCCc1cn[nH]c1)c1ccc2oc(CCc3ccccc3)nc2c1	-1	17	4	3	-1	2	-21	4	0.0
CCOC(=O)C1=C(C)N=c2s/c(=C\C(=O)OC)c(=O)n2C1c1ccc(OC)cc1 (configuration not stated)	-1	5	12	-2	-5	-6	-2	0	1.5
CCCCn1nnnc1C(c1cc2ccccc2o1)N1CCN(c2ccccc2F)CC1 (configuration not stated)	-4	x	3	1	6	x	-8	1	x
CCn1c(SCC(=O)NC2CCCC2)nnc1-c1c[nH]c2ccccc12	-1	6	-3	4	-4	-13	-7	2	0.2
Clc1ccc(OCc2nc3ccccc3[nH]2)cc1	4	11	-4	2	3	-10	9	1	0.8
CCc1ccccc1NC(=O)/C(=C/c1ccccc1)c1ccccc1	-5	-5	-4	-2	-10	-18	-2	0	5.0
O=C(Nc1cccc(C(F)(F)F)c1)c1csc([C@@H]2C[C@H](O)[C@@H](CO)O2)n1	7	-1	3	1	-3	x	2	2	x
CS(=O)(=O)N(Cc1ccc(Cl)cc1)c1ccc(C(=O)N/N=C/c2cc3ccccc3nc2Cl)cc1	0	7	6	1	-2	3	4	0	0.6
CC(C)=CC(=O)OCC(=O)Nc1cc([N+](=O)[O-])ccc1F	7	2	6	0	1	2	1	0	-3.6
Cn1cccc1C(=O)OCC(=O)NCc1cccs1	15	0	0	1	3	10	2	0	-4.7
CC(C)COc1ccc(C(=O)Nc2cc(S(=O)(=O)N3CCOCC3)ccc2N2CCCC2)cc1	1	4	0	2	-6	-5	-4	1	-1.1
Cc1ccc(NC(=O)Cn2nnc(C(=O)NCc3ccccc3)c2N)cc1C	3	-2	0	-2	1	3	3	0	-1.7

# Retrieved one by one from the list above (4):
SMILES	M5 antag	CHRM1 PAM	M4 PAM	CHRM5 agonist	M5 PAM	CRFR2-BP antag	CHRM4 antagonist	M4 ag	CRFBP-R2 agonist
CC1CCN(C(=O)c2nc[nH]c2C(=O)N2CCC(C)CC2)CC1	10	6	3	-2	5	5	4	1	-2.6
O=C(O)/C=C/C(=O)c1ccc(O)cc1	3	5	4	3	6	0	-8	0	-0.4
COc1cc(SC)ccc1C(=O)Nc1ccccc1	-6	5	26	-6	-5	-5	-7	-2	1.8
CCCCn1nnnc1C(c1cc2ccccc2o1)N1CCN(c2ccccc2F)CC1 (configuration not stated)	-4	x	3	1	6	x	-8	1	x

# (more compounds)
SMILES	M5 antag	CHRM1 PAM	M4 PAM	CHRM5 agonist	M5 PAM	CRFR2-BP antag	CHRM4 antagonist	M4 ag	CRFBP-R2 agonist
Cc1cc(=O)[nH]c(N2CCN(C(c3ccccc3)c3ccccc3)CC2)n1	-7	2	3	-8	-4	-8	-8	0	-1.1
O=C(C=Cc1ccco1)c1ccc([N+](=O)[O-])cc1	22	9	1	-3	-1	-5	1	1	1.4
COc1ccccc1CN(C)C(=O)CN1CCN(CC(=O)Nc2ccccc2Cl)CC1	4	-2	4	-3	2	-1	2	5	0.1
C=CCNC(=O)COC(=O)c1ccccc1C(=O)N(C)C1CCCCC1	-2	9	7	0	0	-2	-1	1	-1.1
COc1ccc(C2SCC(=O)N2c2ccccc2)cc1 (configuration not stated)	10	2	-7	-4	-1	7	7	0	-6.2
COc1ccc(CN2CCNC(=O)C2CC(=O)NC2CCCCC2)c(OC)c1 (configuration not stated)	1	4	0	-2	1	-10	4	0	-1.0
COc1ccc(OCCCc2c(C)n[nH]c2C)cc1	10	0	1	2	-5	24	1	4	-0.7
O=C(CC(=O)c1ccccc1)Nc1ccc([N+](=O)[O-])cc1	24	-16	-9	7	-21	5	11	12	13
COC(=O)c1cc(CNC(=O)c2cccc(Cl)c2)ccc1OC	0	4	2	-1	3	-3	-3	-2	-3.1
O=C(Nc1ccccc1Oc1ccccc1)C1CC1	2	9	8	-3	-2	22	17	-2	-3.2
O=C(Nc1ccc(S(=O)(=O)N2CCOCC2)cc1)c1cccc([N+](=O)[O-])c1	4	8	-7	-3	-10	0	2	3	0.2
O=C(O)C1CCCN(S(=O)(=O)c2ccc3c(c2)OCCO3)C1 (configuration not stated)	-10	19	9	-3	-4	-1	0	1	0.9

# An excerpt of these results, with values ahead of the structure.
M5 antag,CHRM1 PAM,M4 PAM,CHRM5 agonist,M5 PAM,CRFR2-BP antag,CHRM4 antagonist,M4 ag,CRFBP-R2 agonist,smiles
-3,12,23,0,6,5,2,1,2.2,O=C(O)CCc1ccc(-c2cccs2)n1CC1CCCO1 (configuration not stated)
-8,11,2,-2,1,-3,3,0,2.8,Cc1nc2ccc([N+](=O)[O-])cc2[nH]1

# (continued)
SMILES	M5 antag	CHRM1 PAM	M4 PAM	CHRM5 agonist	M5 PAM	CRFR2-BP antag	CHRM4 antagonist	M4 ag	CRFBP-R2 agonist
COc1cccc(-n2c(Cc3cc(=O)[nH]c(=O)[nH]3)nnc2SCc2cccc(C(F)(F)F)c2)c1	-5	10	3	-4	1	-16	-9	1	-0.7
COc1cccc(NC(=O)C(c2ccccc2)N2CCN(c3ccccn3)CC2)c1 (configuration not stated)	4	2	1	-4	1	-1	-1	3	-1.7
COc1ccc(C(=O)OCC[N+]2(C)CCCCC2)cc1	-2	6	-5	-7	5	-4	0	1	-0.6
Cc1ccc(C)c(OCC(=O)N(Cc2ccccc2)c2c(N)n(Cc3ccccc3)c(=O)[nH]c2=O)c1	-9	5	7	5	5	-22	2	1	1.3
CNC(=S)Nc1ccc(N2CCN(c3ccc(C(F)(F)F)cn3)CC2)nc1	5	-15	-12	11	-5	3	9	13	-0.7
CC(C)CN1C(=O)C(=O)N(CC(=O)NCCCc2ccccc2)C1=O	5	1	5	0	-6	11	-23	2	-1.0
CCOC(=O)C1CCCN(CC(=O)N(C)c2c(N)n(Cc3ccccc3)c(=O)[nH]c2=O)C1 (configuration not stated)	6	1	1	2	-2	5	-7	-2	-1.9
O=S(=O)(c1ccccc1)N1CCN(C2CCCCCCC2)CC1	-3	0	1	-10	3	-5	-3	1	0.5
COc1ccc(CC(=O)Nc2cc(C)ccn2)cc1OC	8	5	-2	1	-4	-7	-2	0	-1.6
